hERG WT inh: blocks the wildtype human KCNH2 potassium channel | U2OS, BacMam KCNH2, thallium flux FluxOr; stronger effect = lower value | Q12809 | 340,000 tested, 0.37% active | AID 720551 | activity change, % at 1.84 µM;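 active = maximum activity change below -70%; inconclusive = maximum activity change between -70% and -50%; inactive = maximum activity change above -50%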; note: % is set by controls: 0 for no effect and ±100 for the full control effect
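U2OS cells transduced with wild-type KCNH2 virus are loaded with FluxOr dye for 45 min, and thallium flux is measured in kinetic reads before and after stimulation buffer. Rate constants are normalized to DMSO controls.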
TCR act: activates T cell receptor signaling | primary human leukocytes, anti-CD3, IL-2 HTRF, 48 h | Potency, µM (doses to about 9.22 µM), without a hit: top-dose activation of IL-2 secretion, actives largely listed as activators | 330,000 tested, under 10 active; note: % of control where 0% means no effect
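TCR engagement came from a-CD3 beads alone, with compounds added to primary human leukocytes for 48 hr. Secreted IL-2 bridged europium cryptate- and d2-labelled anti-IL-2 antibodies, giving FRET emission at 665nm after 320nm excitation.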
KCNH2 3.1 inh: inhibitors of human KCNH2 3.1 potassium channel isoform; U2OS KCNH2 3.1, thallium flux FluxOr; stronger effect = lower value; activity change, % (tested at about 1.8 µM); 340,000 tested, 0.95% active;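 active = maximum activity change below -70%; inconclusive = maximum activity change from -70% to -50%; inactive = maximum activity change above -50%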;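 note: thallium influx rate constant from kinetic fluorescence after stimulation buffer; % is set by controls: 0 for no effect and ±100 for the full control effect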
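U2OS cells transduced with KCNH2 3.1 mutant virus (1.77 x 10^8 /mL, 4 h), plated overnight at 37 C, loaded 45 min with FluxOr dye plus Red40 quencher. Thallium flux rate constant from kinetic reads after stimulation buffer, normalised to controls.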
Mito fusion act: mitochondrial division inhibition or fusion activation; S. cerevisiae fusion-defective mutant growth rescue, CellTiterGlo 48 h; AID 485298; Potency, µM (highest dose often 46.1 µM), inactives show at the top dose growth rescue (activation), hits mostly activators; 320,000 tested, 0.23% active;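 note: potency is the fitted concentration of half-maximal effect; % of control where 0% means no effect; nearly all actives have a fitted effect of over 45% in size; temperature-sensitive fusion mutants such as fzo1-1 at 37 °C on non-fermentable ethanol glycerol medium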
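Yeast fusion mutant, YPEG (non-fermentable carbon), compound, 48 h at 37C non-permissive; CellTiterGlo added, 10 min RT, luminescence read. Rescued growth = division inhibition.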
ELG1 repair inh: blocks ELG1-dependent DNA repair in HEK293T cells; 330,000 tested, 2.3% active; HEK293T ELG1-luciferase reporter, luminescence, 16 h; DNA damage induced by 5-fluorouridine; Potency, µM (doses to about 46.1 µM), for inactives: at the top dose activity change, negative = inhibition, usual class: inhibitors; note: potency is the fitted concentration of half-maximal effect; % is set by controls: 0 for no effect and ±100 for the full control effect; nearly all actives have a fitted effect of over 55% in size
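DMSO vehicle served as the neutral condition. Each well held 2,000 cells given 5-fluorouridine plus compound; after 16 hr at 37 °C/5% CO2, ONE-Glo was added and luciferase measured 30 min later.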
TRPV1 agonist: activates the human vanilloid receptor TRPV1; Q8NER1; TRPV1-expressing cells, Fluo-8 calcium influx, agonist mode; activation, % at 8.33 µM; 320,000 tested, 0.19% active; in the data active = activation above about 80%; inconclusive = between about 30% and that limit; note: 0% is about no effect
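Fluo-8 calcium influx in TRPV1-expressing cells, kinetic read (ex 480/em 520 nm). Compound added and read 3 min for agonist activity, followed by capsaicin at EC20 final and 2 min further read for enhancement.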
Eya2 phos inh: blocks the phosphatase activity of human Eya2. O00167. recombinant Eya2, OMFP fluorescence dephosphorylation (OMFP is methylfluorescein phosphate). Potency, µM (top dose mostly 76.9 µM), for inactives: top-dose activity, negative = inhibition, actives largely listed as inhibitors. 330,000 tested, 0.006% active; note: potency is the fitted concentration of half-maximal effect; % is set by controls: 0 for no effect and ±100 for the full control effect
Target sequence (O00167 whole entry, looked up): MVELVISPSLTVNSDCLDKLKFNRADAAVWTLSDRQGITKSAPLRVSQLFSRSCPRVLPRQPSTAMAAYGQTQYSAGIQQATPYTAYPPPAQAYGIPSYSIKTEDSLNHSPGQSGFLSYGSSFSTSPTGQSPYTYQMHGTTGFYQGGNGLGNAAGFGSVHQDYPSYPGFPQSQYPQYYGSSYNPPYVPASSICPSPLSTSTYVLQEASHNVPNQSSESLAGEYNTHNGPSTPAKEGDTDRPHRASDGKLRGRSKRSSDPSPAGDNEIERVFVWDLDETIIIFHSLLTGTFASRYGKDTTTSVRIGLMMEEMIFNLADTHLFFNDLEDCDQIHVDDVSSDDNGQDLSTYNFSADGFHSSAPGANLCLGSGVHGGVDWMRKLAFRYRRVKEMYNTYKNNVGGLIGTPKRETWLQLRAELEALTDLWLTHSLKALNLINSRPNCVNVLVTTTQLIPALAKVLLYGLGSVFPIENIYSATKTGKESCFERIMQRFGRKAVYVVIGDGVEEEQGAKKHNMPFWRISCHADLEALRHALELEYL
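Eya2 (0.2 uM) preincubated 10 min at ambient with compound, then OMFP substrate added at 50 uM; 10 min reaction in 50 mM HEPES pH 7.5, 50 mM NaCl, 5 uM MgCl2, 0.05% BSA, 1 mM DTT. Fluorescence read at Ex 485/Em 525 nm.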
AT treatment: potential ataxia-telangiectasia treatment; […] A-T fibroblasts, KAP-1 phosphorylation AlphaLISA; neocarzinostatin DNA damage 30 min before lysis; Potency, µM (doses to about 57.5 µM), inactives show at the highest dose activation, actives largely listed as activators; 320,000 tested, 0.19% active; AID 485349; note: potency is the fitted concentration of half-maximal effect; % of control where 0% means no effect; nearly all actives have a fitted effect of over 45% in size
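ATM-like activity read as KAP-1 phosphorylation via AlphaLISA donor/acceptor antibody pairs after lysis and 6 hr at 25C. Cells were ATM-null patient fibroblasts ([…], hTERT), dosed 60 min, then exposed to the DSB inducer NCS for 30 min.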
USP2a block: blocks human ubiquitin-specific protease USP2a | USP2 core, Ub-CHOP2 coupled fluorogenic reporter, 485/531 | 330,000 tested, 0.01% active | Potency, µM (titrated, usually from 38.3 µM), for the others: at the top dose activity change, negative = inhibition, hits mostly inhibitors;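 note: potency is the fitted concentration of half-maximal effect; plate controls were DMSO wells for no effect and full inhibition by NEM control for full effect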
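Deubiquitinase activity read as fluorescence (485/531 nm) after Ub-CHOP2 cleavage activates the enterokinase reporter on its substrate; USP2 core 10nM, Ub-CHOP2 and substrate 25nM each, 30min compound preincubation then 60min RT; data normalized to NEM, curves fitted.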
TSHR antag: blocks TSH signaling through the human TSH receptor; TSHR-expressing cells, TSH-stimulated cAMP HTRF, 2 h; stronger effect = lower value; activity change, negative = inhibition, % at 11.5 µM; 330,000 tested, 0.2% active;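 active = activity change below a set negative limit, meaning inhibition stronger than a set level, cut at about -70% in these data; inconclusive = activity change between two set negative limits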; note: % is set by controls: 0 for no effect and ±100 for the full control effect
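Inhibition of cAMP made by TSHR-expressing cells under TSH stimulation (4nM final, EC80; 2 h, 37 deg C) is quantified with a one-step lysis HTRF kit, anti-cAMP cryptate versus cAMP-d2.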
* marks the source's active call; other numbers are inactive results; u = inconclusive; x = not tested or not shown; [ ] = dose if it differs, or a comment. Unless noted, calls come from the whole dose curve; as a rule, active = well fitted curve in the direction sought with a large enough effect; inconclusive = small, poorly fitted or top-dose-only effect, or another doubt; inactive = no such curve, though single readings can be large; an effect the other way counts as inactive or inconclusive.

Compound	hERG WT inh	TCR act	KCNH2 3.1 inh	Mito fusion act	ELG1 repair inh	TRPV1 agonist	Eya2 phos inh	AT treatment	USP2a block	TSHR antag
COCCN(CCOC)S(=O)(=O)c1ccc(C(=O)NCCCN2CCOCC2)cc1	-4	-4%	-3	-1%	-1%	4	14%	-4%	-1%	7
COc1ccc(CC(=O)NC(=S)Nc2ccc(S(=O)(=O)NC(C)(C)C)cc2)cc1	5	2%	-25	-3%	-17%	2	-5%	-3%	0%	-4
Oc1ccc(-c2onc(C(F)(F)F)c2-c2cscn2)c(O)c1	2	6%	-1	0%	-18%	0	-27%	-2%	0%	-11
[N-]=[N+]=CC(=O)CC(c1ccccc1)N1C(=O)c2ccccc2C1=O (stereo not drawn)	10	-3%	-2	-18%	u	2	1%	-6%	1%	-2
O=C(OCC(=O)C12CC3CC(CC(C3)C1)C2)c1ccc(O)cc1	-7	-3%	3	x	u	x	-1%	15%	1%	x
O=C(CSc1nnc(-c2ccoc2)o1)N1CCOCC1	5	-5%	24	-2%	2%	1	11%[15.4 µM]	0%	-3%	16
CCOC(=O)N1CCC(NC(=O)c2cc(COc3ccc(F)cc3Cl)on2)CC1	-8	4%	-5	-2%	2%	9	-5%	0%	-1%	-1
COc1cccc(NC(=O)N2CCc3ccccc3C2)c1	-14	-2%	-3	0%	u	u	2%	-1%	-1%	-41
N#CC1(c2ccccc2)CCC(=O)N1c1ccccc1 (stereo not drawn)	-3	-4%	-27	-4%	8%	1	-3%	9%	-1%	4
Cc1ccc(N2CC(C(=O)NCCN3CCOCC3)CC2=O)cc1 (stereo not drawn)	5	7%	7	6%	4%	0	-3%	1%	-12%	-4
Cc1cccc(-c2nc(C)cc(=O)[nH]2)c1	5	-2%	3	-1%	15%	-7	u	1%	0%	4
Cc1ccc(-c2csc(NC(=O)CSc3nc(C)cc(=O)[nH]3)n2)cc1	4	6%	-13	28%	u	-2	2%	x	-8%	-33
COC(=O)CSc1nnc(-c2c[nH]c3ccccc23)o1	-1	2%	-22	3%	u	0	-3%	7%	5%	-21
Cc1nn(Cc2cccc(C(=O)O)c2)c(C)c1[N+](=O)[O-]	-6	2%	34	1%	0%	-3	0%	7%	3%	0
COc1cccc(NC(=O)N2C3CCCC2CC(NC(C)=O)C3)c1 (stereo not drawn)	1	-37%	18	0%	1%	1	7%	3%	0%	-2
CC1(C)C(C=C(Cl)Cl)C1C(=O)N1CCN(c2ccccc2)CC1 (stereo not drawn)	7	x	5	13%	u	u	2%	1%	-2%	-9
N#Cc1ccncc1S(=O)c1ccc(Cl)cc1 (stereo not drawn)	5	-2%	0	0%	15%	7	6%	32%	0%	9
CCOC(=O)CC1(C)SC(NC(C)=O)=NN1C(C)=O (stereo not drawn)	-16	-3%	9	16%	1%	28	0%	-1%	0%	3
NS(=O)(=O)c1cccc(NC(=O)CN2CCN(S(=O)(=O)c3ccc4c(c3)OCCO4)CC2)c1	1	-3%	0	x	u	x	-42%	3%	4%	16
COc1cccc(NC(=O)CCC(=O)NCc2ccco2)c1	-3	x	3	-1%	0%	-3	-1%	-1%	1%	-2
CC1CC(C)CN(CC(=O)Nc2ccc3c(c2)OCCO3)C1 (stereo not drawn)	-113*	1%	-139*	-1%	u	2	-13%	5%	2%	0
COc1ccc(-n2nc3cc(C)c(N)cc3n2)cc1Cl	0	13%	-2	5%	u	1	9%	7%	2%	-19
CC(=O)c1ccc(OCc2cc(C(=O)N(C)C(C)c3nccs3)no2)cc1 (stereo not drawn)	3	-1%	7	-1%	u	15	10%	-1%	2%	-20
NS(=O)(=O)c1ccc(CCNC(=O)c2ccc(Cn3c(=O)[nH]c4ccccc4c3=O)cc2)cc1	x	-4%	-7	2%	3%	2	-2%	0%	2%	2
O=S(=O)(c1cc(-c2nc3ccccc3s2)ccc1Cl)N1CCOCC1	x	x	x	2%	13%	-5	4%	10%	0%	61
O=C(CN1CCc2[nH]c3ccccc3c2C1)N1CCCCC1	1	0%	1	4%	0%	1	-3%	12%	1%	11
O=P(O)(OCc1ccccc1)OCc1ccccc1	4	0%	-1	5%	26%	4	19%	6%	2%	2
N#Cc1ccsc1NC(=O)C1CC(=O)N(Cc2ccccc2)C1 (stereo not drawn)	31	-3%	37	2%	5%	0	-23%	2%	2%	-3
COCC(=O)N1CCC(n2nnc3cc(F)ccc32)CC1	2	1%	6	-1%	-1%	-6	-1%	-1%	1%	13
Cc1cccc(C)c1N(CC(=O)NN=C1CCCCCC1)S(C)(=O)=O	18	2%	0	0%	12%	0	-7%	7%	-2%	1
COC(=O)c1ccc(NC(=O)CSc2nnc(COc3ccccc3)n2C)cc1	-11	3%	-10	1%	10%	1	-19%	-3%	-1%	-6
O=C(NS(=O)(=O)c1ccccc1)c1ccccc1F	-2	-11%	-13	-1%	1%	0	-4%	3%	-2%	6
CCCCC(CCC(=O)NNC(=O)Cc1ccccc1)C(=O)O (stereo not drawn)	2	5%	1	-5%	-7%	-6	2%	4%	5%	4
Cc1ccc(C(=O)NCC(=O)OCC(=O)NCC(F)(F)F)cc1	-1	-11%	6	-2%	4%	5	22%	2%	0%	-3
O=C(NCc1cccnc1)c1ccccc1Br	3	0%	0	-1%	3%	1	-32%	-1%	0%	9
CC1CCCCN1C(=O)CCNC(=O)Cn1cnc2ccccc2c1=O (stereo not drawn)	2	5%	10	-1%	-6%	-2	5%	-2%	0%	-5
CCCCn1c(SCC(=O)Nc2ccc3c(c2)OCO3)nc2c1c(=O)n(C)c(=O)n2C	-23	5%	20	7%	u	3	-1%	11%	0%	x
CCCc1[nH]n(-c2ccc([N+](=O)[O-])cc2)c(=O)c1C=NCCN1CCNCC1	x	x	x	3%	u	2	-2%	-1%	-5%	-9
Cn1ccnc1SCC(=O)Nc1cccc(O)c1	-9	-3%	3	-2%	u	-2	-1%	-1%	6%	-1
COC(=O)CCCC1=CC2=CC(=O)C(C)(OC(=O)c3cccs3)C(=O)C2=CN1CCc1ccccn1 (stereo not drawn)	-1	2%	37	3%	1%	0	2%	-16%	0%	-3
CCN1C(=O)/C(=C\c2cccn2-c2ccc([N+](=O)[O-])cc2)N(CC)C1=S	2	-2%[46.1 µM]	0	-1%	6%	15	-2%	-6%	3%	0
C=CC[C@@H](CC(=O)N[C@@H](CO)Cc1ccccc1)C(=O)N[C@@H](C)COC(=O)[C@@H](CC=C)Cc1ccc(F)cc1	2	2%	3	x	-25%	x	-2%	3%	1%	-9
Cc1ccc(N2C(=O)N3[C@H](c4ccc(Cl)cc4)[C@@H]4C(=O)N(C5CCCCC5)C(=O)[C@@H]4[C@]3(Cc3ccccc3)C2=O)cc1	-8	0%	-13	2%	18%	0	11%	1%	6%	-16
CCCCNC(=S)NNC(=O)C1=NN(c2cc(C)ccc2C)C(=O)CC1	-1	3%	-1	15%	-5%	0	9%	-4%	1%	-13
Cn1nccc1C(=O)NC1CCCc2c1cnn2-c1ccc(C(C)(C)C)cc1 (stereo not drawn)	0	-2%	22	-8%	2%	81*	-10%	21%	-9%	-42
CC(=O)N1CCc2cc(S(=O)(=O)CCC(=O)O)ccc21	-3	-3%	-16	-3%	6%	0	-23%	3%	-1%	0

Of the compounds above, these have a tert-butyl group.
Compound	hERG WT inh	TCR act	KCNH2 3.1 inh	Mito fusion act	ELG1 repair inh	TRPV1 agonist	Eya2 phos inh	AT treatment	USP2a block	TSHR antag
COc1ccc(CC(=O)NC(=S)Nc2ccc(S(=O)(=O)NC(C)(C)C)cc2)cc1	5	2%	-25	-3%	-17%	2	-5%	-3%	0%	-4
Cn1nccc1C(=O)NC1CCCc2c1cnn2-c1ccc(C(C)(C)C)cc1 (stereo not drawn)	0	-2%	22	-8%	2%	81*	-10%	21%	-9%	-42

Source: PubChem BioAssay

This is a subset, so the mix of outcomes need not match the whole.
